Compound activity (PubChem)
GSK3 alpha inh = inhibitors of human GSK-3 alpha kinase; P49840; ADP-Glo luminescence, 60 min; inhibition, % at 10 µM; 320,000 tested, 0.1% active; AID 2650;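 in the data active means inhibition above about 50%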;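 further: GST-tagged GSK-3 alpha with peptide substrate and 25 µM ATP; 0% = DMSO neutral wells and 100% = GW8510 positive control wells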
Target sequence (P49840 whole entry, looked up): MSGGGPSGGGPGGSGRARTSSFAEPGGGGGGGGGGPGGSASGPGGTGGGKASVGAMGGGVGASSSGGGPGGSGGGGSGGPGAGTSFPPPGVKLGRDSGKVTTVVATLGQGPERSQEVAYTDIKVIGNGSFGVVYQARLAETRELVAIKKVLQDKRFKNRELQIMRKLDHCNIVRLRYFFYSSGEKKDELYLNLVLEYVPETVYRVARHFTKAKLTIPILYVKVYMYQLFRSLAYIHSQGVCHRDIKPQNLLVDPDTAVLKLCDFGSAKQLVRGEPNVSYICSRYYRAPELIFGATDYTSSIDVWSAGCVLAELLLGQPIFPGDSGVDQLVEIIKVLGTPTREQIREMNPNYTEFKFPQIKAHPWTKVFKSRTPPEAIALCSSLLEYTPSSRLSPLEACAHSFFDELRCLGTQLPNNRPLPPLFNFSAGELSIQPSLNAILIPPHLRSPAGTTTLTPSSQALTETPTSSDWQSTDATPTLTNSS
HIF act = HIF pathway transcriptional activation. 300,000 tested, 0.32% active. activation, % at 7.5 µM (by protocol). U2OS HRE-luciferase reporter, luminescence; normalized: DMSO 0%, desferrioxamine 100%;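 active means mean activation of at least 10% of the iron chelator positive control signal, with at least half of replicates also reaching 10%; inconclusive means mean and replicate majority disagree about reaching 10%; inactive means mean and most replicates under 10%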
HSF1 inh = HSF1 inhibition; AID 2098; NIH3T3-HGL HSE-luciferase, MG132-induced, luminescence 8 h; active compounds read low; 300,000 tested, 0.77% active; activity change, negative = inhibition, % at 7.5 µM (by protocol);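 active means more than half of replicate wells show activity change below -50%, luminescence cut by over half; inconclusive means some wells, but at most half, below -50%; inactive means no replicate well below -50%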;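 further: luciferase reports HSF-1 transcriptional activity via heat shock element; 0% = median of DMSO wells and -100% = zero luminescence signal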
AI-2 QS mod = modulators of Vibrio harveyi AI-2 quorum sensing system; Vibrio harveyi JMH597 AI-2 luminescence/OD600 ratio, 9 h; active compounds read low; strain lacks LuxN and CqsS sensors; 0 = neutral-control median; activity change, % at 7.5 µM; 300,000 tested, 0.4% active; AID 2094; in the data active means activity change below about -75%, passing the limit was not always enough; inconclusive means no clear call, values can overlap the other calls;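 further: luminescence divided by OD600 gain over 9 h not by final OD600 alone; inactives centre near 13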
aSyn 5UTR inh = MLPCN primary screen, SNCA 5' untranslated region; alpha-synuclein 5'UTR reporter, inhibitor activity; inhibition, % (tested at 7.5 µM); 300,000 tested, 0.82% active; AID 1813; in the data active means inhibition above about 60%; inconclusive means no clear call, values can overlap the other calls;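 further: H4 neuroglioblastoma cells stably carrying SNCA 5'UTR luciferase fusion; 0% = DMSO wells and 100% = positive control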
KLF5 inhibitor = inhibitors of KLF5 expression; DLD-1 KLF5 promoter-luciferase reporter, luminescence; inhibition, % at 5 µM; 290,000 tested, 0.23% active;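 active means inhibition above a per-plate limit of that plate's mean compound inhibition plus 3 SD, cut at about 60% in these data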;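 further: 0% = DMSO wells and 100% = LY294002 at 200 µM; higher means less KLF5 promoter-driven luciferase light; inactives centre near -14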
HSP90 refold inh = inhibitors of HSP90 luciferase refolding in rabbit reticulocyte lysate; luciferase refolding luminescence, 3 h; inhibition, % at 5.6 µM; 290,000 tested, 0.91% active;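 active means inhibition above the screen-wide mean plus 3 SD, computed separately per campaign, cut at about 16% in these data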;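 further: 0% = DMSO wells and 100% = 60 µM geldanamycin wells; inhibitors lower the luminescence because luciferase stays unfolded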
IEC-6 cytotox = IEC-6 cytotoxicity, counter-screen for KLF5 inhibitors; luminescence viability; inhibition, % at 5 µM; 290,000 tested, 0.78% active; AID 1825; in the data active means inhibition above about 22%;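 further: 0% = plate median of test compound wells and 100% = cytotoxic reference compound wells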
HSF-1 act = increases HSF-1 driven luciferase reporter signal | NIH3T3-HGL HSF-1 luciferase reporter, MG132, 8 h; 100% = twice DMSO control signal | activation, % at 9 µM | 300,000 tested, 1.7% active | AID 504408;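 active means mean replicate activation of at least 50% with a set share of replicates each reaching 50%; inconclusive means only one of those two conditions met; inactive means mean below 50% and too few replicates reaching it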;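 further: 0% = median of the neutral control wells and 100% = twice that signal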
GSK3B inh = blocks human GSK3beta kinase activity; P49841; GST-GSK3beta kinase, ADP-Glo luminescence, 60 min; active compounds read low; activity score (negative = inhibition), % at 10 µM; 300,000 tested, 0.038% active; AID 2097;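 active means more than half of replicate wells score below -50%, meaning over 50% inhibition versus plate controls; inconclusive means some replicates but at most half score below -50%; inactive means no replicate scores below -50%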;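 further: 0% = median DMSO wells and -100% = median GW8510 positive control wells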
Target sequence (P49841 whole entry, looked up): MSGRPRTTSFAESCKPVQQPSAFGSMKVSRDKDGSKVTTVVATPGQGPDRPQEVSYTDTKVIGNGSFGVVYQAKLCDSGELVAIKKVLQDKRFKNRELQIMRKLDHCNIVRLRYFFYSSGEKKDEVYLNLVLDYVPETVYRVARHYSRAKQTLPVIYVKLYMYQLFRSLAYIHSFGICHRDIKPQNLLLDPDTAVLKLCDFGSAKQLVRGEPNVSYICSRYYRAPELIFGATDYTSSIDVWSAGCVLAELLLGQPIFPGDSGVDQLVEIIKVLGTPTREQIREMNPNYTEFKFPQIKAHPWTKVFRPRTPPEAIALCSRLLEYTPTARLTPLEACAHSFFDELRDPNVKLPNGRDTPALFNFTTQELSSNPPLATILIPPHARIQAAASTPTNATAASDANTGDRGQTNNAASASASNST
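Assay system: GST-fused GSK3beta enzyme, cell-free / Medium: Tris pH 7.5 buffer with MgCl2, DTT, BSA, heparin / Also added: peptide substrate plus 25 µM ATP (final) / Compound: 10 µM single point / Timing: kinase reaction with compound 60 min at room temperature / Detection: ADP-Glo luminescence / Benchmarks: DMSO neutral wells and GW8510 at 20 µM as positive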
Active calls of the source: *; ? = inconclusive; . = not tested or not shown.

Fields – GSK3 alpha inh | HIF act | HSF1 inh | AI-2 QS mod | aSyn 5UTR inh | KLF5 inhibitor | HSP90 refold inh | IEC-6 cytotox | HSF-1 act | GSK3B inh
[1] CCCCNC(=O)CNC(=S)N(Cc1ccccc1F)C1CCCCC1
  -1 | -0.2 | 7 | 18 | 4 | 3 | 2 | 10 | -1 | -1
[2] CCc1cc(CNC(=O)C2CCC(=O)N(Cc3cccc(F)c3)C2)on1 (stereo unspecified)
  -2 | 0.0 | -1 | 0 | 3 | -29 | -2 | -3 | 19 | -1
[3] CC1CCC(NC(=O)C2CCC(CNS(=O)(=O)c3cccc4nsnc34)CC2)CC1 (stereo unspecified)
  4 | -0.5 | -5 | 16 | 17 | -13 | -2 | 2 | -4 | 3
[4] CCOC(=O)c1ccc(NC(=O)NCCc2cnc[nH]2)cc1
  -2 | 0.7 | -3 | -1 | -24 | -66 | 1 | -2 | 0 | 1
[5] O=c1c(C(c2ccccc2)c2c(O)sc3ccccc3c2=O)c(O)sc2ccccc12
  -7 | -0.4 | 8 | 43 | -21 | -17 | -4 | -2 | 20 | -24
[6] CCC(C)[C@H](NC(=O)C1CCN(C(=O)[C@H](Cc2ccccc2)NC(=O)OC(C)(C)C)CC1)C(=O)O (stereo partly specified)
  -3 | -2.3 | 3 | 9 | 4 | -25 | -2 | -5 | -1 | 0
[7] COc1cc(CNCCc2ccccc2)cc(Br)c1OCC(=O)Nc1ccccc1C
  -2 | -0.7 | 5 | 22 | 17 | -20 | 4 | 4 | 3 | 5
[8] COc1ccc(NC(=O)CNC(=O)N2CC(=O)Nc3ccccc32)cc1OC
  1 | 0.7 | -2 | 21 | 14 | -23 | -1 | 0 | -4 | 0
[9] O=C(Nc1cccc2ccccc12)c1ccc([N+](=O)[O-])o1
  -1 | 1.0 | 58 | -128* | -179 | -34 | 2 | 96* | 72* | -1
[10] CC(C)CC(NC(=O)C1CCC(C)CC1)C(=O)N1CCN(c2ccccn2)CC1 (stereo unspecified)
  -2 | -0.2 | -6 | 14 | 8 | -40 | -1 | -6 | -5 | -1
[11] COc1ccc(CC(=O)Nc2ccc(C(=O)Nc3ccccc3C(=O)O)cc2)cc1OC
  1 | -0.2 | 6 | 12 | -19 | -9 | -2 | 1 | 27 | 4
[12] Cc1ccc(C(C(=O)NC2CCCCC2)N(C(=O)c2csnn2)c2ccccc2F)o1 (stereo unspecified)
  1 | 0.0 | 2 | 17 | 4 | -19 | -2 | -4 | 5 | 1
[13] Cc1cc(/C=C2\SC(N)=NC2=O)c(C)n1-c1ccccc1
  0 | 2.7 | 4 | 16 | -112 | -11 | 2 | 0 | 1 | 1
[14] CCN1CCN(c2ccc(NC(=O)c3cccnc3)cc2Cl)CC1
  . | 1.4 | -4 | 17 | -15 | -23 | 5 | 10 | 13 | 3
[15] COc1ccc(S(=O)(=O)Cc2ccc(C(=O)NC3CC3)o2)cc1
  0 | -0.4 | 5 | 8 | 9 | -15 | 4 | 4 | 26 | 0
[16] Cc1cc(C)n2nc(C(=O)N3CCCC(Nc4ccc(C(C)C)cc4)C3)cc2n1 (stereo unspecified)
  -1 | 0.3 | 9 | 11 | 0 | -14 | -6 | -9 | 15 | -2
[17] COc1cc(/C=C2/C(=O)ON=C2C)ccc1OCc1cccc(F)c1
  -1 | 4.8 | 17 | 17 | -149 | -57 | -1 | 5 | 22 | 4
[18] Cc1cc(C)n(-c2ccc(C(=O)OC(C)C)cc2)n1
  -1 | 0.2 | -6 | 32 | -35 | -28 | 3 | 0 | -1 | 0
[19] Cc1cc(C)nc(-n2nc(C)c3c(C(F)(F)F)cc(=O)[nH]c32)n1
  -1 | 0.0 | -3 | 6 | 0 | -17 | 6 | 2 | 6 | 0
[20] O=C(CN(Cc1ccccc1)S(=O)(=O)c1ccc(F)cc1)NCc1cccnc1
  -1 | -0.2 | 0 | 9 | 0 | -23 | -4 | -2 | 4 | 0
[21] Cc1cccc(OCC(=O)Nc2cc(S(=O)(=O)N3CCCCC3)ccc2N2CCN(C)CC2)c1
  3 | -0.1 | -1 | 14 | 1 | -35 | -3 | 4 | -15 | 2
[22] NS(=O)(=O)c1ccc(NC(=O)c2ccc(COc3ccccc3)o2)cc1
  -4 | -0.1 | 1 | 24 | 14 | -22 | 1 | 6 | -3 | -2
[23] OCC1(Cc2ccccc2)CCN(C2CCN(c3ccccc3F)CC2)CC1
  -11 | . | . | -3 | . | -25 | 0 | 3 | . | 3
[24] CC(/C=C/c1ccc(O)cc1)=N/O
  14 | 0.7 | 2 | 7 | -41 | -16 | 4 | 3 | 7 | -5
[25] Cc1cccn2c(=O)c(C(=O)NCCCN3CC(C)CC(C)C3)c(O)nc12 (stereo unspecified)
  -2 | 0.0 | 3 | 22 | 2 | . | . | . | -10 | 1
[26] CCc1cccc(OCCCn2ccnc2)c1
  -3 | 0.7 | 3 | 14 | -2 | -16 | -1 | -1 | -5 | -1
[27] CCn1c2ccccc2c2cc(NC(=O)COC(=O)c3cc(OC)c(OC)cc3OC)ccc21
  -1 | 3.4 | 3 | 21 | 5 | -21 | -2 | 2 | 9 | 1
[28] O=S(=O)(Cc1ccccc1)N1CCc2ccccc2C1
  -7 | 0.0 | 10 | 5 | -2 | -18 | -5 | -1 | -8 | -3
[29] CCN1CCN(C(c2ccccc2)c2nnnn2CCc2ccc(OC)c(OC)c2)CC1 (stereo unspecified)
  0 | -0.2 | -1 | 4 | 7 | -7 | -1 | 0 | -9 | -1
[30] CCCOc1ccc(/C=C2\SC(=S)N(CC3CCCO3)C2=O)cc1 (stereo unspecified)
  2 | -0.2 | 13 | 20 | -20 | 7 | 0 | 0 | 32 | 0
[31] CCOc1ccc(/C(=N\O)C(C)NO)cc1 (stereo unspecified)
  12 | -0.1 | -7 | 22 | -24 | 8 | -1 | 5 | -3 | 2
[32] COc1ccc(C(=O)NCc2nnc(SCC(=O)c3ccccc3)n2C)cc1OC
  . | -0.2 | 3 | 30 | 19 | . | . | . | -4 | 2
[33] C#CCOc1ccc(/C=C2/C(=O)N(c3cccc(C(=O)O)c3)N=C2C)cc1OC
  -5 | -7.5 | 1 | 6 | 10 | -71 | 14 | 0 | 4 | 1
[34] COc1ccc(/C=C2\Sc3ccc(C(=O)NC4CC4)cc3N(C)C2=O)cc1OC
  -5 | 1.1 | 3 | 18 | 12 | -17 | -3 | 2 | 9 | 4
[35] Cc1ccc(N2C(=O)CC(N3CCN(S(=O)(=O)c4ccccc4)CC3)C2=O)c(C)c1 (stereo unspecified)
  -1 | -0.8 | 1 | 7 | -3 | -1 | -3 | -2 | -7 | 1
[36] O=C(Nc1cc(Cl)ccc1N1CCOCC1)C1=COCCO1
  1 | 0.3 | -5 | 6 | 14 | . | . | . | 6 | 0
[37] O=C(Nc1ccccc1N1CCOCC1)c1cccc([N+](=O)[O-])c1
  -1 | 0.4 | 6 | -4 | 3 | -1 | 0 | 2 | 7 | 1
[38] CCCn1c(/N=C/c2ccc3c(c2)OCO3)nc2ccccc21
  -3 | -0.1 | -9 | 30 | -6 | -5 | 4 | 1 | -8 | 3
[39] COc1ccc(NC(=O)c2c(Cl)nc3ccccn23)cc1
  4 | 1.2 | 20 | 10 | -142 | -34 | 3 | 6 | 32 | 3
[40] COc1ccc(OC)c(NS(=O)(=O)c2ccc(Cl)s2)c1
  . | -0.1 | -1 | 32 | -16 | -8 | 0 | 0 | -2 | -2
[41] O=c1[nH]nc(Sc2ncnc3sccc23)n1CCc1ccccc1
  1 | -0.5 | 2 | 16 | -43 | -10 | 0 | 6 | 17 | -1
[42] Cc1nc2c(C)cccc2c2c1CCN2c1ccccc1F
  -1 | -0.4 | -9 | 17 | 28 | -16 | -2 | 3 | -13 | 0
[43] C/C(=N\N1CCN(Cc2ccc(Cl)cc2)CC1)c1ccc(F)cc1
  1 | -0.5 | -11 | 2 | 4 | -35 | -2 | -1 | 0 | 1
[44] Cc1ccc(NCc2nnc(SCC(N)=O)n2CCc2ccccc2)cc1
  . | -0.4 | -6 | 39 | -18 | -10 | 4 | 3 | 5 | 2
[45] O=C(CSc1nncs1)Nc1nccs1
  0 | 0.1 | -6 | 3 | 5 | . | . | . | -11 | -4
[46] COc1ccc(Cn2c(=O)[nH]c3cc(C(=O)N4CCN(c5ccc(C(C)=O)cc5)CC4)ccc3c2=O)cc1
  0 | -0.5 | 6 | . | -9 | -29 | 4 | 2 | 3 | .
[47] O=C(CNC(=O)c1ccco1)OCc1ccc(C(=O)Oc2ccccc2)cc1
  0 | -0.4 | 15 | 72 | -10 | -19 | 1 | 4 | 16 | 1
[48] CCCCc1c(O)nc(SCC(=O)N2CCOCC2)[nH]c1=O
  -1 | 0.2 | 2 | 39 | 11 | -25 | -2 | -1 | 14 | 3
[49] CCOC(=O)c1[nH]c(C)c(C(=O)Nc2ccc(C)c(Cl)c2)c1C
  -1 | 0.7 | 12 | 41 | -92 | -5 | 5 | 2 | 38 | -2
[50] O=C(C1CCC1)N1CCc2cc(S(=O)(=O)NCc3ccccn3)ccc21
  -2 | . | -7 | 27 | -7 | -7 | 3 | -5 | -6 | 2
[51] CC(=O)N1CCc2cc(Br)cc(S(=O)(=O)NCc3ccc(Cl)cc3)c21
  -1 | -0.1 | 3 | 19 | 11 | -26 | -1 | -3 | 4 | 0
[52] ClCc1nc2ccccc2c2ccccc12
  -3 | -0.9 | -10 | . | -24 | -9 | 3 | 8 | -18 | .
[53] CCC(C)Sc1nnc(CSc2nc3nc(C)cc(C)n3n2)o1 (stereo unspecified)
  -2 | -0.3 | -11 | 22 | 7 | -1 | 1 | -4 | -2 | -1
[54] CC(C)(C)NC(=O)Cn1c(-c2nonc2N)nc2ccccc21
  0 | -0.1 | 10 | ? | 16 | 1 | 8 | 4 | 18 | 2
[55] COC(=O)c1ccc(C(C(=O)NC2CCCCC2)N(C(=O)Cc2cccs2)C2CC2)cc1 (stereo unspecified)
  -2 | -0.6 | 9 | 36 | -2 | 14 | -1 | -7 | 14 | -1
[56] CNC(=O)c1ccc(Nc2nnc(-c3ccc(C)c(S(=O)(=O)NCC4CCCO4)c3)c3ccccc23)cc1 (stereo unspecified)
  -1 | 0.8 | 0 | 41 | 6 | -23 | 1 | 2 | 5 | 0
[57] CC(C)(C)C(=O)Nc1c2c(nn1-c1ccccc1)CSC2
  1 | 0.3 | -5 | 28 | -3 | -26 | -6 | -12 | 8 | 2
[58] CN(C)c1ccc(/C=N/NC(=O)CSc2ccccn2)cc1
  -2 | 1.4 | 3 | 19 | -26 | -38 | -1 | 0 | -6 | 0
[59] Cc1cc(C(=O)COC(=O)C23CC4CC(CC(O)(C4)C2)C3)c(C)n1-c1c(C)n(C)n(-c2ccccc2)c1=O
  0 | 0.3 | 1 | 16 | 22 | -7 | 1 | -2 | 32 | -4
